Screens from PubChem BioAssay.
Growth percent in the NCI-60 one-dose screen (48 h, 10 µM unless noted): 100 = growth as untreated, 0 = no growth, -100 = all killed.
SF-539: SF-539 CNS cancer; 81,000 compounds, 6.8% hits; AID 1794752
NCI-H23: NCI-H23 lung cancer | 80,000 compounds, 4% hits | AID 1794731
SNB-75: SNB-75 CNS cancer | 79,000 compounds, 5% hits
SNB-19: SNB-19 CNS cancer cells; 81,000 compounds, 2.5% hits; AID 1794751
CAKI-1: CAKI-1 renal cancer; 75,000 compounds, 4.7% hits; AID 1794772
SF-268: SF-268 CNS cancer cells; 82,000 compounds, 3.1% hits; AID 1794759
U251: U251 CNS tumor cells | 80,000 compounds, 5.4% hits
A498: A498 renal cancer cells; 76,000 compounds, 5.4% hits
SF-295: SF-295 CNS cancer cells. 79,000 compounds, 5.6% hits
Numbers without * were called inactive; x = no result given; & = joins results of further samples; ! = not active in a repeat. The calls were made as follows: active = growth percent below 10; inactive = the rest.

| Compound | SF-539 | NCI-H23 | SNB-75 | SNB-19 | CAKI-1 | SF-268 | U251 | A498 | SF-295 |
| --- | --- | --- | --- | --- | --- | --- | --- | --- | --- |
| N#Cc1ccc(-c2ccc(OCCCCN3CCCCC3)cc2)cc1 | 102 | 88 | 102 | 96 | 103 | 95 | 78 | 84 | 98 |
| CCCCCC(=O)OC1CCCC1 | 104 | 102 | 104 | 103 | 108 | 110 | 101 | 87 | 104 |
| COC(=O)c1ccc(-c2c(-c3ccccc3)c(-c3ccccc3)c3c(N)c(C(=O)OC)oc3c2F)cc1 | 93 | 95 | 104 | 82 | 72 | 94 | 84 | 105 | 61 |
| c1ccc(Nc2cccs2)nc1 | 107 | 104 | 96 | 116 | 104 | 108 | 110 | 106 | 120 |
| Nc1c(C(=O)Nc2cccc(Cl)c2)sc2ncc(Cl)cc12 | 61 | 87 | 60 | 105 | 83 | 64 | 11 | 103 | x |
| NS(=O)(=O)c1ccc(CCNC(=O)CSc2ccc(-c3ccc(F)cc3)nn2)cc1 | 87 | 57 | x | 69 | 72 | 91 | 86 | 84 | 68 |
| Cc1cc(-c2cc(C)c(N)cc2S(=O)(=O)O)c(S(=O)(=O)O)cc1N | 102&114 | 90&102 | 94&108 | 103&103 | 100 | 94&112 | 110&112 | 123&123 | 109&114 |
| O=C(/C=C/c1ccncc1)c1cc(Cl)ccc1O | 109 | 108 | 90 | 106 | 106 | 100 | 99 | 95 | 103 |
| COc1cc(OC)c(/C=C/S(=O)(=O)Cc2ccc(OC)c(N)n2)c(OC)c1 | x | 27 | 40 | 36 | 25 | 39 | 8.0* | -1.7* | 6.5* |
| CC12CCC3C4(C)COC(c5cccc(Cl)c5)OC4CCC3(C)C1CC(C1=CCOC1=O)O2 (stereo not given) | 87 | 56 | x | 87 | 55 | 65 | 79 | 57 | 76 |
| O=C1OC(N2CCCCC2)c2nc3ccccc3c(/C=C/c3ccc(Br)cc3)c21 (stereo not given) | 93 | 100 | 84 | 94 | 94 | 96 | 96 | 84 | 101 |
| COc1cc(C=Nc2oc(-c3ccccc3)c(-c3ccccc3)c2C#N)cc(CN2CCCC2)c1O | 95 | 95 | 67 | 95 | 77 | 96 | 93 | 64 | 99 |
| Cc1[nH]nc2c1C(c1cc3ccc(Cl)cc3nc1Cl)C(C#N)=C(N)O2 (stereo not given) | 96 | 92 | 92 | 94 | 96 | 94 | 93 | x | 103 |
| CCN(CC)Cc1ncccc1O | 101 | 105 | 103 | 104 | 103 | 110 | 102 | x | 104 |
| CS(=O)(=O)c1ccc(-c2cc3c(Nc4ccc(F)c(Cl)c4)ncnn3c2)cc1 | 89 | 106 | 99 | 97 | 101 | 95 | 98 | 87 | 98 |

For reference, part of the list above.
| Compound | SF-539 | NCI-H23 | SNB-75 | SNB-19 | CAKI-1 | SF-268 | U251 | A498 | SF-295 |
| --- | --- | --- | --- | --- | --- | --- | --- | --- | --- |
| Cc1cc(-c2cc(C)c(N)cc2S(=O)(=O)O)c(S(=O)(=O)O)cc1N | 102&114 | 90&102 | 94&108 | 103&103 | 100 | 94&112 | 110&112 | 123&123 | 109&114 |
| O=C(/C=C/c1ccncc1)c1cc(Cl)ccc1O | 109 | 108 | 90 | 106 | 106 | 100 | 99 | 95 | 103 |
| COc1cc(OC)c(/C=C/S(=O)(=O)Cc2ccc(OC)c(N)n2)c(OC)c1 | x | 27 | 40 | 36 | 25 | 39 | 8.0* | -1.7* | 6.5* |
| CC12CCC3C4(C)COC(c5cccc(Cl)c5)OC4CCC3(C)C1CC(C1=CCOC1=O)O2 (stereo not given) | 87 | 56 | x | 87 | 55 | 65 | 79 | 57 | 76 |
| O=C1OC(N2CCCCC2)c2nc3ccccc3c(/C=C/c3ccc(Br)cc3)c21 (stereo not given) | 93 | 100 | 84 | 94 | 94 | 96 | 96 | 84 | 101 |
| COc1cc(C=Nc2oc(-c3ccccc3)c(-c3ccccc3)c2C#N)cc(CN2CCCC2)c1O | 95 | 95 | 67 | 95 | 77 | 96 | 93 | 64 | 99 |
| Cc1[nH]nc2c1C(c1cc3ccc(Cl)cc3nc1Cl)C(C#N)=C(N)O2 (stereo not given) | 96 | 92 | 92 | 94 | 96 | 94 | 93 | x | 103 |
| CCN(CC)Cc1ncccc1O | 101 | 105 | 103 | 104 | 103 | 110 | 102 | x | 104 |
| CS(=O)(=O)c1ccc(-c2cc3c(Nc4ccc(F)c(Cl)c4)ncnn3c2)cc1 | 89 | 106 | 99 | 97 | 101 | 95 | 98 | 87 | 98 |

Continued.
| Compound | SF-539 | NCI-H23 | SNB-75 | SNB-19 | CAKI-1 | SF-268 | U251 | A498 | SF-295 |
| --- | --- | --- | --- | --- | --- | --- | --- | --- | --- |
| O=c1cc(-c2nn[nH]n2)[nH]c(=O)[nH]1 | 91 | 100 | 81 | 101 | 94 | 112 | 119 | x | 103 |
| COC(=O)c1nnn(-c2ccc(Cl)cc2Cl)c1C(=O)c1ccc(Cl)c(Cl)c1 | 98 | 83 | 92 | x | 78 | 95 | 92 | 121 | 96 |
| NC(COCc1ccccc1)C(=O)O (stereo not given) | 97 | 96 | 90 | 102 | 94 | 97 | 104 | 108 | 102 |
| O=C(O)CC/C(=N\NC(=O)c1ccncc1)c1ccc(Cl)cc1 | 102 | 110 | 100 | 103 | 99 | 101 | 100 | 103 | 100 |
| C=CCn1c(SCC(=O)Nc2ccc(Cl)cc2)nnc1-c1cc(-c2ccc(OC)cc2)nc2ccccc12 | 102 | 93 | 88 | 88 | 66 | 93 | 89 | 67 | 97 |
| O=C(NNc1nc2cc(F)cc(F)c2n2cccc12)c1cccnn1 | 3.8* | 22 | 24 | 22 | 12 | 12 | 15 | 4.8* | 10.0* |
| CS(=O)(=O)Nc1cc(-c2ccc3ncnc(Nc4ccc(OCc5ccccn5)c(Cl)c4)c3c2)cnc1Cl | -12* | -8.1* | -11* | 24 | 29 | 11 | -27* | -61* | -2.5* |
| CCc1ccc(C2CC(c3ccc4c(c3)OCO4)=NN2c2ccc(S(N)(=O)=O)cc2)cc1 (stereo not given) | 70 | 82 | 77 | 81 | 83 | 84 | 57 | 103 | 61 |
| CCOC(=O)Nc1ccc2c(c1)/C(=N\NC(N)=S)c1ccccc1-2 | 31&14 | 63&44 | 66&70 | 75&78 | 73&43 | 86&79 | 49&53 | 66&47 | 3.9*! |
| CN(C)CCOc1ccccc1Cc1ccc(Br)cc1 | 97 | 89 | 71 | 103 | 94 | 89 | 86 | 77 | 87 |
| O=C(OCc1ncc(-c2ccc(C(F)(F)F)cc2)c(NC2CCCCCC2)n1)c1c(F)c(F)c(F)c(F)c1F | 96 | 63 | 76 | 74 | 90 | 72 | 47 | 102 | 25 |
| c1ccc(-c2c3c(nn2-c2ccccc2)CCc2cnoc2-3)cc1 | 84 | 84 | 105 | 89 | 59 | 77 | 45 | 69 | 92 |
| CCn1c(SCC(=O)Nc2cc(C(F)(F)F)ccc2Cl)nc2ccccc2c1=O | 69 | 71 | 13 | 94 | 48 | 33 | 48 | 36 | 67 |
| N#Cc1c(Cl)nc(SCc2ccccc2)nc1-c1ccc(Cl)cc1 | 102 | 99 | 104 | 95 | 84 | 97 | 102 | x | 100 |
| CC(=O)OCC1OC(OC(C)=O)C(NC(=O)NS(=O)(=O)c2ccc(CCNC(=O)c3ccc(Cl)cc3Cl)cc2)C(OC(C)=O)C1OC(C)=O (stereo not given) | 100 | 99 | 83 | 100 | 93 | 93 | 100 | x | 100 |
| COc1ccc(C2[C@@H](Cl)C(=O)N2c2cc(OC)c(OC)c(OC)c2)cc1Cl (stereo not given in full) | 9.1* | 35 | 76 | 32 | 27 | 26 | 5.8* | -6.0* | 9.0* |
| CCN(CC)C(=O)Nc1ccc([N+](=O)[O-])cc1 | 110 | x | 97 | 109 | 97 | 110 | x | 95 | 94 |
| CS(=O)(=O)c1ccc(C(=O)N=Nc2c(O)[nH]c3ccc([N+](=O)[O-])cc23)cc1 | 108 | 100 | 95 | 105 | 100 | 99 | 100 | 86 | 99 |
| O=C(CCCCCCCCC(=O)c1ccccc1)c1ccccc1 | 102 | 103 | 127 | 107 | 90 | 102 | 105 | 80 | 98 |
| C[N+](C)(C)CCOC(=O)c1ccc(OCc2ccccc2)cc1 | 101 | 100 | 96 | 98 | 102 | 98 | 107 | 96 | 107 |
| C/C(=C/N1CCCCC1C)[C@H]1CC[C@H]2[C@@H]3CCC4=CC(=O)CC[C@]4(C)[C@H]3CC[C@]12C (stereo not given in full) | 91 | 85 | 89 | 92 | x | 63 | 87 | 86 | 90 |
| COc1ccc(Oc2c(OC)cc([N+](=O)[O-])c3ncccc23)cc1 | 95 | 84 | 78 | 103 | 93 | 88 | 95 | 71 | 114 |
| Clc1cccc(-c2cnn3cc(-c4ccccc4)cnc23)c1 | 83 | 94 | 76 | 76 | 80 | 86 | 84 | 97 | 83 |
| CC1(c2ccc(Cl)cc2)SCCS1 | 109 | 104 | 108 | 110 | 94 | 115 | 102 | 76 | 97 |
| COC(=O)[C@]1(Cc2ccccc2)[C@H](C)C(=O)N1[C@@H](C(=O)NC(C)(C)C)c1ccc(OC)cc1 | 96 | 104 | 94 | 98 | 90 | 96 | 93 | 83 | 88 |
| C=CCn1c(C)nc2cc(Nc3nc(N4CCCC4)nc4ccccc34)ccc21 | 90 | 89 | 84 | 107 | 85 | 87 | 97 | 71 | 84 |
| CC(=O)Nc1nc(-c2n[nH]c(=S)n2-c2ccc(Cl)cc2)cs1 | 103 | 96 | 98 | 102 | 96 | 98 | 103 | 86 | 105 |
| C=C(CNCCc1ccc(O)cc1)[C@@H]1CC[C@]2(COC3CCCCO3)CC[C@]3(C)[C@H](CC[C@@H]4[C@@]5(C)CCC(NCCO)C(C)(C)[C@@H]5CC[C@]43C)[C@@H]12 (stereo not given in full) | -92* | -81* | -18* | -94* | -92* | -88* | -95* | -1.5* | -82* |
| CCCCCCCCNc1ccc(Cl)cc1 | 94 | 107 | x | x | 111 | 108 | 101 | 100 | 98 |
| CC(=O)NC1Oc2ccccc2-c2oc(=O)c(-c3ccccc3)cc21 (stereo not given) | 97 | 97 | 89 | 95 | 90 | 100 | 95 | 91 | 100 |
| O=C1CCCOc2ccccc21 | x | 97 | 105 | 108 | 97 | 100 | 105 | 104 | 115 |
| CCOC(=O)CC1CSC(Cc2cccc(F)c2)=N1 (stereo not given) | 105 | 100 | 105 | 104 | 103 | 99 | 101 | x | 109 |
| CC1=C(C(=O)/C=C/c2ccccc2)C(c2ccccc2)NC(=S)N1 (stereo not given) | 98 | 98 | 85 | 93 | 85 | 93 | 91 | x | 105 |
| OC1CCc2ccccc2C1 (stereo not given) | 93 | 98 | 70 | 105 | 107 | 98 | 106 | 113 | 113 |
| O=C1NNC(=NCC(=O)n2ccc3ccccc32)Nc2ccccc21 | 93 | 92 | 92 | 88 | 86 | 102 | 88 | 109 | 96 |
| O=C(Cn1c(=O)[nH]c2ccccc2c1=O)NCC(=O)N/N=C/c1ccco1 | 98 | 101 | 68 | 93 | 87 | 109 | 99 | 102 | 99 |
| COc1ccc(-c2nc3ccc(C(=O)N=Nc4c(O)[nH]c5ccc(Cl)cc45)cc3[nH]2)cc1 | 99 | 111 | 137 | 82 | 108 | 110 | 96 | 179 | 101 |
| Cc1ccc(N=NN(C)C)cc1 | 97 | 90 | 86 | 94 | 61 | 110 | 117 | 106 | 97 |
| CCOC(=O)CC(=O)CSC1=NC2C(NN1)N(C)C(=O)N2C (stereo not given) | 92 | 75 | 99 | 97 | 88 | 99 | 99 | 118 | 102 |
| N#Cc1c(-c2ccc(Cl)cc2)n(O)c2ccccc12 | -10* | -13* | 13 | 11 | 21 | 33 | x | x | 42 |
| Cc1[nH]c(C(=O)Nc2ccc(C(N)=O)cc2NC(C)C)c(Cl)c1Cl | 93 | 86 | 69 | 103 | 94 | 87 | 91 | 70 | 100 |
| CC(=O)NS(=O)(=O)c1ccc(NCCc2c(C)nc3scc(-c4ccc(Cl)cc4)n3c2=O)cc1 | 104 | 101 | 88 | 97 | 92 | 102 | 99 | 129 | x |
| CCCOc1cnc(N)nc1 | 95 | 98 | 103 | 100 | x | 99 | 109 | 105 | 102 |
| CC(=O)Nc1ccc(/C=N/NC(N)=S)cc1 | 92 | 97 | 94 | 105 | 100 | 104 | 101 | x | 100 |
| O=c1[nH]nc(-c2ccc(Cl)cc2)cc1Cc1cccc([N+](=O)[O-])c1 | 99 | 104 | 110 | 89 | 81 | 95 | 92 | 106 | 92 |
| O=C(/C=C/c1ccc(F)cc1)Nc1ncc(Cc2ccc(F)cc2)s1 | 22 | 62 | 23 | 58 | 28 | 52 | 34 | 22 | 20 |
| CC1CCC2(CC1)SCC(=O)N2NC(=O)C1CC1 (stereo not given) | 109 | 108 | 99 | 98 | 92 | 109 | 109 | 113 | 81 |
| O=C(Nc1nc(-c2ccccc2)cs1)c1ccccc1CN1C(=O)c2ccccc2C1=O | 105 | 95 | 96 | 93 | 93 | 96 | 94 | 114 | 100 |
| CC(=O)OCc1ccc(C)cc1C | 100 | 104 | 102 | 95 | 99 | 113 | 104 | 131 | 108 |
| COC(=O)C(C)n1c(-c2ccc(C)o2)nc2cc3nc4ccccc4nc3cc21 (stereo not given) | 107 | 93 | 96 | 108 | 101 | 96 | 103 | 111 | 106 |
| C#CCOc1ccc(C2=NN(C3CC3)C3N=C(Cl)c4ncn(C5CC5)c4N23)cc1OCC#C (stereo not given) | 99 | 91 | 86 | 89 | 68 | 84 | 77 | 89 | 89 |
| O=[N+]([O-])c1nc2ccccc2[nH]1 | 106 | 100 | 90 | 115 | 106 | 116 | 110 | x | 111 |
| COC(=O)[C@@]1(C)CC[C@]2(C)CC[C@]3(C)C(=CC(=O)[C@@H]4[C@@]5(C)CC[C@H](OC6C[C@@H](O)[C@@H](O)C(O)O6)C(C)(C)[C@@H]5CC[C@]43C)[C@@H]2C1 (stereo not given in full) | 67 | 65 | 117 | 72 | 58 | 83 | 44 | 84 | 81 |
| COc1cc(C2=Nc3c(N)nc(N)nc3NC(c3cccc(Nc4ccnc5cc(C(F)(F)F)ccc45)c3)C2)cc(OC)c1OC (stereo not given) | 79 | 80 | 69 | 78 | 59 | 63 | 61 | 80 | 82 |
